# Hep lipid drop = modulators of hepatic lipid droplet formation; AML12 mouse hepatocytes, oleate lipid droplets, BODIPY imaging; inhibition, % at 6.5 µM; 240,000 tested, 0.4% active; AID 1656;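 active means lipid droplet intensity inhibited by at least 50%, with more than 500 cells counted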
#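 Assay system: AML12 hepatocytes (mouse); Probe or stimulus: oleic acid at 100 µM to induce lipid droplet formation; Dosing: compound at 6.5 µM only; Schedule: compound with oleate, overnight; Detection: fluorescence imaging, 20x objective, two fields per well; Measure: % inhibition of lipid droplet signal.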
# Hep lipid drop cells 6.5 µM = recorded beside Hep lipid drop, whose call it bears; cell count; measured here: cell count, cytotoxicity flag;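 cells counted across two imaged fields per well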
# * hit, by the source's call.
Structure,Hep lipid drop,Hep lipid drop cells 6.5 µM
CC(Nc1ccc(F)cc1)=[N+](C)CCNS(=O)(=O)c1ccc(Cl)cc1,-1,849
CC(C)c1cc(N2CCOCC2)n2ncc(-c3ccccc3)c2n1,-3,787
COc1ccc(-c2ccc(=O)n(Cc3cccc(Cl)c3)n2)cc1,5,641
C=CCN1C(=O)c2ccc(C(=O)N(C)CC(=O)Nc3ccccc3C(F)(F)F)cc2C1=O,-14,699
O=C(N/N=C/c1cccc(O)c1)c1ccc2c(c1)OCCO2,-1,755
COc1ccc(C(=O)NC2CCCc3ccccc32)cc1 (configuration not stated),-28,747
O=C1C(=O)N(CCN2CCOCC2)C(c2ccc(F)cc2)/C1=C(/O)c1ccc(S(=O)(=O)N2CCOCC2)cc1 (configuration not stated),25,784
Cc1ccc(Cn2nc(C)cc2C(=O)Nc2ccccc2Cl)cc1,11,410
CCOC(=O)Cc1csc(NS(=O)(=O)c2ccc(NC(C)=O)cc2)n1,7,802
CN1CCN(C2CCN(c3cccc(Cl)c3)CC2)CC1CCO (configuration not stated),-4,841
Cc1cc(C(=O)Nc2cccc(C)c2C)n(-c2ccccc2)n1,-7,802
Cc1ccc(CN(CC(=O)NCC2CCCO2)S(=O)(=O)c2ccc(C)cc2)cc1 (configuration not stated),-12,767
OCC[C@@H]1C[C@H](O)[C@@H](O)[C@@]2(CCc3ccccc3CO2)O1,-2,782
Cc1nccn1CCCNC(=O)CC1C(=O)NCCN1Cc1ccc(F)cc1Cl (configuration not stated),23,778
CCn1cc(C(=O)NCCCN(CC(C)C)CC(C)C)c(=O)c2cc(S(=O)(=O)N(C)C3CCCCC3)ccc21,69*,679*
COc1cc(NS(=O)(=O)c2ccc(NC(=O)c3ccc(F)cc3)cc2)ncn1,4,726
O=C(Nc1ccon1)c1ccc(Cl)c(S(=O)(=O)N2CCCCC2)c1,8,697
Cc1cc(OC(=O)c2cccc(Br)c2)c([N+](=O)[O-])c(=O)[nH]1,39,722
COc1ccc(C(=O)Nc2nnc(S(=O)(=O)Cc3ccc(F)cc3)s2)cc1,-4,711
COc1cccc(Oc2nc(N)ncc2[N+](=O)[O-])c1,-16,724
COc1cc(C(=O)Nc2ccc(OCC(=O)N3CCOCC3)cc2C)cc(OC)c1OC,-1,751
Cc1noc(C)c1C(=O)Nc1nc2ccc(S(C)(=O)=O)cc2s1,2,707
COc1ccc(NC(=O)c2ccccc2N2C(=O)C3C4C=CC(C5CC45)C3C2=O)c(OC)c1 (configuration not stated),7,752
COc1cccc(C(=O)CC(=O)C(=O)Nc2ccc(C)cc2Cl)c1,2,736
Cc1cccc(C)c1NC(=O)COC(=O)C1C2CC3OC(=O)C1C3C2 (configuration not stated),-2,792

# Further results follow.
Structure,Hep lipid drop,Hep lipid drop cells 6.5 µM
CC(=O)c1ccc(NC(=O)C[n+]2ccccc2)cc1,-1,839
Cc1cc(C)n(CCC(=O)Nc2ccc3c(c2)OCCO3)n1,2,783
CC(NC(=O)Nc1cccc(F)c1)c1ccc2c(c1)OCO2 (configuration not stated),-6,811
Cc1cccc(NC(=O)NCC2CC2)c1,35,707
O=C(CSc1nnc(CNC(=O)c2cccc(C(F)(F)F)c2)o1)NC1CCCCC1,-1,823
Cc1occc1C(=O)Nc1sccc1C(N)=O,-1,645
Cc1c(C)c(C)c(S(=O)(=O)N2CCC3(CC2)OCCO3)c(C)c1C,-1,736
CC(=O)c1cccc(S(=O)(=O)NCC(C)(C)N2CCOCC2)c1,-2,803
Cc1cc(CNC(=O)c2cc(COc3ccc(F)c(F)c3)on2)nn1C,2,817
O=C(CN(C(=O)CCC(=O)Nc1nccs1)c1ccc(F)cc1)NCCc1ccccc1,18,804
CN(C)S(=O)(=O)c1cccc(NC(=O)CCCSc2ccccc2)c1,-31,809
CC(C)(C)[C@@H]1CCC(=O)N(CC[C@H](N=[N+]=[N-])c2ccccc2)CC1,-5,866
CCc1sc(C(=O)Nc2nccs2)cc1C,-8,815
C/C(=N\Nc1nncc2ccccc12)c1cccc(OC(F)F)c1,5,696
N#CCCN(C(=O)c1cc2c(s1)-c1ccccc1S(=O)(=O)C2)c1ccccc1,-2,721
O=C(Nc1ccc2c(c1)OCO2)c1ccccc1,-6,770
COc1ccc(CCN(C)CC(=O)Nc2c(C)cc(C)cc2C)cc1OC,-17,793
CCN(CC)CCN(C(=O)c1ccc(S(=O)(=O)N(C)C2CCCCC2)cc1)c1nc2ccc(OC)cc2s1,7,711
CCOc1ccc(C(=O)NC2CCN(C(=O)Nc3ccc(F)cc3)CC2)cc1,-10,774
COc1ccc(CCC(C)N2CCc3ccccc3C2)cc1 (configuration not stated),-7,829
O=C(CN(Cc1ccc(F)cc1)C(=O)CNS(=O)(=O)c1ccc(F)cc1)NCc1ccco1,1,760
CC(C)[C@H](NC(=O)N1CCn2c1nc1ccccc12)C(=O)NCc1ccc(F)cc1,-2,827
O=C(O)C1CC=CCC1C(=O)Nc1ccc2c(c1)CCC2 (configuration not stated),-3,516
CC(=O)Nc1ccc(S(=O)(=O)N(Cc2ccco2)Cc2cc3ccccc3[nH]c2=O)cc1,-4,670
COc1ccc(OC)c(-n2nnnc2SCC(=O)Nc2ccccc2OC)c1,-2,773

# Further results follow.
Structure,Hep lipid drop,Hep lipid drop cells 6.5 µM
COc1ccc(OC)c(N(C(=O)c2ccco2)C(C(=O)NC2CCCC2)c2ccc(N3CCOCC3)cc2)c1 (configuration not stated),-11,713
CCc1nc(SCc2ccccc2C)n[nH]1,-1,826
COc1ccc(S(=O)(=O)N(C)c2ccccc2)c2cccnc12,-19,842
COc1ccc(CCNC(=O)C(C)n2nc(C)n3c(cc4occc43)c2=O)cc1OC (configuration not stated),-8,707
CCC1CCCCN1CCCNC(=O)c1ccc2c(c1)NC(=O)CS2 (configuration not stated),-7,767
O/N=C(/c1ccccc1)c1cc2cc(Br)cc(Br)c2o1,-3,725
CCCCNC(=O)O[C@H]1C[C@@H]2CCN3C(=O)CCC[C@H]([C@H]1Cc1ccccc1)[C@H]23,5,768
COCCNC(=O)c1ccc(CSc2nc3ccccc3s2)cc1,-2,753
O=C(CN1C2CCCC1CC(NC(=O)c1ccccc1)C2)Nc1ccccc1 (configuration not stated),2,840
CCCc1cc(=O)oc2cc(C)cc(OC(C)C(=O)NCc3ccncc3)c12 (configuration not stated),12,793
CCN(C(=O)c1ccc2c(SCC(=O)O)c3c(nc2c1)CCC3)c1cc(Cl)ccc1OC,-2,733
O=c1c2c(-c3ccccc3)ccnc2[nH]n1-c1ccccc1,0,834
CCc1cccc(CC)c1NC(=O)CNCc1cccs1,15,765
CC(C)c1ccc(NC2CCCN(C(=O)CC3CCCC3)C2)cc1 (configuration not stated),1,679
CN1CCN(c2ccc(Nc3ccnc4cc(Cl)ccc34)cc2)CC1,-8,835
c1ccc(-c2cn(C[C@H]3CC[C@@H]([C@@H]4CC[C@H](Cn5cc(-c6ccccc6)nn5)O4)O3)nn2)cc1,1,775
Cc1cccc(OCCCCn2c(CO)nc3ccccc32)c1,0,817
O=C(O)c1ccc(N=Cc2c(O)ccc3ccccc23)cc1,-6,708
CCC(C)NC(=O)c1cc2c(=O)n3cccc(C)c3nc2s1 (configuration not stated),6,811
Cc1ccccc1NC(=O)CSc1nnc(CNC(=O)c2ccc3c(c2)OCO3)n1C,-1,759
COc1cc(CN(C(=O)c2cc3ccccc3oc2=O)C2CCS(=O)(=O)C2)cc(OC)c1OC (configuration not stated),2,760
COc1ccc(-n2nc3c(c2NC(=O)C(C)Cl)CSC3)cc1 (configuration not stated),-16,810
Cc1ccccc1NC(=S)NCc1ccc(F)cc1,-13,822
O=C(N/N=C/c1cn(Cc2ccccc2)c2ccccc12)c1cc(O)cc(O)c1,-8,857
O=C(CCC(=O)NC12CC3CC(CC(C3)C1)C2)NC1CCCCC1,-2,819

# Another view of part of the listing above.
structure: CCCCNC(=O)O[C@H]1C[C@@H]2CCN3C(=O)CCC[C@H]([C@H]1Cc1ccccc1)[C@H]23
  Hep lipid drop: 5; Hep lipid drop cells 6.5 µM: 768

structure: COCCNC(=O)c1ccc(CSc2nc3ccccc3s2)cc1
  Hep lipid drop: -2; Hep lipid drop cells 6.5 µM: 753

structure: O=C(CN1C2CCCC1CC(NC(=O)c1ccccc1)C2)Nc1ccccc1 (configuration not stated)
  Hep lipid drop: 2; Hep lipid drop cells 6.5 µM: 840

# An excerpt from above in order of molecular weight, low to high.
Structure,Hep lipid drop,Hep lipid drop cells 6.5 µM
Cc1cccc(OCCCCn2c(CO)nc3ccccc32)c1,0,817
CN(C)S(=O)(=O)c1cccc(NC(=O)CCCSc2ccccc2)c1,-31,809
COc1cc(NS(=O)(=O)c2ccc(NC(=O)c3ccc(F)cc3)cc2)ncn1,4,726

# Continued:
Structure,Hep lipid drop,Hep lipid drop cells 6.5 µM
CCC(=O)Nc1nc(NCc2ccccc2OC)n(-c2ccccc2)n1,5,799
O=C(NCc1ccc(CNC(=O)c2ccco2)cc1)c1ccco1,4,704
CCc1cc(=O)oc2c3c(cc(OCC(=O)NCc4ccco4)c12)OC(C)(C)CC3,9,840
CCCCN(C)Cc1c(C)[nH]c2c(ccc3ccccc32)c1=O,-1,416
Cc1cc(=O)oc2cc(OCC(=O)Nc3ccc(CN4CCOCC4)cc3)c(Cl)cc12,-1,672
Nc1nc(NCCc2ccccc2)nc(NCc2ccccc2)c1[N+](=O)[O-],-8,814
NC(=O)c1ccc(NC(=O)CNC(c2ccccc2)c2ccccc2)cc1,-3,758
CN(C)c1ccc(-c2nnc(-c3ccccc3F)o2)cc1,-5,808
COCCSc1nnc(NC(=O)CCS(=O)(=O)Cc2ccccc2)s1,-13,689
COc1ccc(-n2c(SCC(=O)Nc3ccc(NC(C)=O)cc3)nc3c([nH]c4ccccc43)c2=O)cc1OC,-19,753
Cc1cccc(C(=O)Nc2ccc(C(=O)N/N=C/c3cccnc3)cc2)c1,-1,820
CC(NC(=O)Cn1cc(C(F)(F)F)cc(Cl)c1=O)c1ccccc1 (configuration not stated),13,832
Cc1cccc(N(CC(=O)NC(C)(C)C)C(=O)CCC(=O)Nc2ccccn2)c1,-3,785
CCC1CCCCN1CCCNC(=O)C(C)n1nc(C)c2sc3ccccc3c2c1=O (configuration not stated),-20,770
Cc1cc(C)nc(NS(=O)(=O)c2ccc(N=NN(C)C)cc2)n1,1,799
CNc1nc(NN)nc(Nc2ccccc2)n1,-10,815
Cc1nc2c(nnn2Cc2c(Cl)cccc2Cl)c(=O)[nH]1,7,781
COc1ccc(-n2c(SCC(=O)NCC3CCCO3)nc3c(c2=O)SCC3)cc1 (configuration not stated),-1,605
COc1ccccc1N1CCN(C(=O)CCC(=O)Nc2nnc(CC(C)C)s2)CC1,-7,780
O=C(CSc1nc(N2CCOCC2)nc(N2CCOCC2)n1)Nc1ccc(Cl)cc1Cl,11,735
CCCCN(CC)CCNC(=O)C1CCN(S(=O)(=O)c2cccc3nsnc23)CC1,-10,658
Nc1nnc(SCC(=O)N2CCCCC2)s1,3,649
Nc1ccc(S(=O)(=O)NC2(C(F)(F)F)NC(=O)N(c3ccc(F)cc3)C2=O)cc1 (configuration not stated),9,833
Cc1cccc(C)c1OCC(=O)N1CCc2ccccc2C1,-4,749
O=S(=O)(c1ccc(F)cc1)N1CCC(c2nc3ccccc3[nH]2)CC1,-3,832

# Additional results.
Structure,Hep lipid drop,Hep lipid drop cells 6.5 µM
CC[C@@]12C(=O)N(c3cccc(C)c3)C(=O)N1[C@H](c1ccc(OC)cc1)[C@@H]1C(=O)N(C(C)(C)C)C(=O)[C@@H]12,8,820
COc1cc(NC(=O)CCc2nnc3ccc(N4CCC(C)CC4)nn23)cc(OC)c1,14,767
NC(=S)N/N=C/c1ccc(-n2nncc2-c2ccc(Cl)cc2)cc1,-36,853
CCOC(=O)Oc1ccc(/C=C2\N=C(C)OC2=O)cc1,-1,834
Cc1ccccc1N(CC(=O)NCc1ccc2c(c1)OCO2)C(=O)C1CSC(=O)C1 (configuration not stated),-23,713
Cc1nc(SCc2ccccc2)n[nH]1,-1,800
CCOc1ccc(CCNC(=O)c2ccc(CS(=O)Cc3ccc(Cl)cc3)o2)cc1OCC (configuration not stated),11,720
Cc1ccc(-c2cc(N)nc(-c3ccccc3)c2)cc1,-3,836
COCCN(CC1CCCN(C2Cc3ccccc3C2)C1)C(=O)c1ccc(C(C)=O)cc1 (configuration not stated),-5,678
CCOC(=O)C1CCCN(C(=O)CCn2nnnc2CN2CCOCC2)C1 (configuration not stated),-6,804
COCCn1c(-c2ccc(SC)cc2)nc2c1c(=O)[nH]c(=O)n2CC(C)C,5,773
COc1ccc(C(NC(=O)c2cc(OC)ccc2OC)c2ccccc2)cc1 (configuration not stated),-21,709
O=C(O)/C=C/C(=O)N1N=C(c2ccco2)CC1c1ccco1 (configuration not stated),0,842
CC(C)n1c(CN2CCN(C(=O)c3ccco3)CC2)nc2c1c(=O)n(C)c(=O)n2C,-1,814
CCOc1ccc(CNS(=O)(=O)c2c(C(=O)N3CCCC3)c(C)n(C)c2C)cc1OC,-5,735

# Among those listed so far, these contain a COOH group.
Structure,Hep lipid drop,Hep lipid drop cells 6.5 µM
O=C(O)C1CC=CCC1C(=O)Nc1ccc2c(c1)CCC2 (configuration not stated),-3,516
CCN(C(=O)c1ccc2c(SCC(=O)O)c3c(nc2c1)CCC3)c1cc(Cl)ccc1OC,-2,733
O=C(O)c1ccc(N=Cc2c(O)ccc3ccccc23)cc1,-6,708
O=C(O)/C=C/C(=O)N1N=C(c2ccco2)CC1c1ccco1 (configuration not stated),0,842

# Compound activity as filed in PubChem.

# A portion of the library; the hit share may differ from the screen's.
